Assay outcomes: PubChem, several laboratories
Myeloid diff 2 = compounds promoting myeloid differentiation; actives 1% (n = 360,000); calls only at 10 µM; ER-HoxA9 myeloid progenitors, lysozyme-GFP differentiation, flow cytometry;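 active = normalized GFP-positive differentiation at or above the plate's own cutoff, the solvent-only control mean plus 3 SD; inconclusive = no clear call, values can overlap the other calls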;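 note: cells exposed to compound for four days before flow analysis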
HIV peptide binding = cell-free HIV fusion peptide-binding blockers – biochemical, uHTS, fluorescence dequenching, primary screen (AID 1986); cell-free peptide binding, fluorescence dequenching, 30 min; higher % means a stronger effect; inhibition, % at 20 µM; hits with a dose series show IC50 in µM; actives 0.3% (n = 290,000); in the data active = inhibition mostly above about 52%, no sharp cut-off; inactive = mostly below about 76%; note: some results filed as inactive read as strong as hits
HEK293 NOD2/NF-kB = inhibition of NOD2-driven NF-kB reporter – cell-based, luminescence, uHTS, HEK293 (AID 1566); one-dose inhibition, % at 4 µM; EC50 in µM for titrated hits; actives 0.63% (n = 290,000); HEK293 NOD2/NF-kB luciferase reporter, luminescence; higher % means a stronger effect; note: many of its hits are not listed in these tables
AID2073 = disruptors of CaV2.2 binding to Mint1 – biochemical, HTRF (AID 2073). HTRF protein-protein interaction, Mint1-CaV2.2; higher % means a stronger effect. one-dose inhibition, % at 20 µM; IC50 in µM for titrated hits. actives 0.19% (n = 290,000); in the data active = inhibition mostly above about 51%, no sharp cut-off; inconclusive = no clear call, values can overlap the other calls; inactive = mostly below about 53%; note: some results filed as inactive read as strong as hits
Hep lipid drop = hepatic lipid droplet formation modulation | AML12 mouse hepatocytes, oleate lipid droplets, BODIPY imaging | inhibition, % at 6.5 µM | actives 0.4% (n = 240,000);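 active = lipid droplet intensity inhibited by at least 50%, with more than 500 cells counted; inconclusive = wells with under 300 cells, treated as cytotoxic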
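Assay system: AML12 mouse liver cells | Compound: 6.5 µM single-point dosing | Schedule: Overnight exposure | Technique: Fluorescence imaging, 20x objective, two fields per well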
XIAP displacement = XIAP antagonists, biochemical, IAP family, fluorescence polarization (AID 1018); one-dose displacement, % at 20 µM; IC50 in µM for titrated hits; XIAP BIR domain, fluorescence polarization peptide displacement; higher % means a stronger effect; actives 0.007% (n = 200,000); in the data active = displacement above about 50%; note: a part of the inactive calls stands beside numbers as strong as those of hits
Siah-1 displacement = Siah-1 peptide-binding antagonists, primary screen, biochemical, fluorescence polarization, rhodamine-plectin, uHTS (AID 1817); displacement, % at 20 µM; hits with a dose series show IC50 in µM; actives 0.02% (n = 290,000); Siah-1 / rhodamine-plectin peptide fluorescence polarization; higher % means a stronger effect;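 active = displacement of at least 50% at 20 µM, with a fluorescence ratio check between 0.3 and a set limit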;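 note: plate controls were Siah plus tracer with DMSO for no effect and tracer alone without Siah for full effect; strong numbers were not always called active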
NS5 inhibitors = flavivirus cap methylation enzyme inhibition – biochemical, confirmation dose response, primary screen (AID 588689); Dengue-2 NS5 methyltransferase capping enzyme assay, biochemical; higher % means a stronger effect; inhibition, % at 25 µM, or IC50 in µM where a hit was titrated; actives 0.3% (n = 340,000); in the data active = a potency from the dose series; inconclusive = inhibition above about 29% without an active follow-up result
LYP inhibition = PTPN22 lymphoid phosphatase activity blockers – biochemical, fluorescence intensity, uHTS (AID 1779); recombinant LYP phosphatase, fluorescence intensity; higher % means a stronger effect; one-dose inhibition, % at 11.5 µM; IC50 in µM for titrated hits; actives 0.054% (n = 290,000);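 note: plate controls were vehicle with enzyme for no effect and no enzyme for full effect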
Hep lipid drop cells 6.5 µM = further read-out of Hep lipid drop, marked with its call; cell count; measured here: cell count, cytotoxicity flag;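 cells counted across two imaged fields per well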
NS5 inhibitors pilot replicate = also measured in NS5 inhibitors; calls as there; inhibition, %; measured here: pilot screen replicate inhibition
Myeloid diff 2 GFP+ MAC1+ % = second read-out of Myeloid diff 2, no call of its own (marks repeat the call); GFP+ MAC1+ double positive, %; measured here: differentiation confirmed by MAC1 staining
The depositor's hits bear a star; i = inactive; ? = inconclusive; . = no result given; + = active, no number; & = joins results of further samples. Cut-off read from the data, not from the text of the source, unless noted: active = inhibition above about 50%; inactive = the rest.

SMILES	Myeloid diff 2	Myeloid diff 2 GFP+ MAC1+ %	HIV peptide binding	HEK293 NOD2/NF-kB	AID2073	Hep lipid drop	Hep lipid drop cells 6.5 µM	XIAP displacement	Siah-1 displacement	NS5 inhibitors	LYP inhibition	others
CCN(c1ccc(C(O)(C(=O)OC)C(F)(F)F)cc1)S(=O)(=O)c1ccc(C)cc1 (configuration not stated)	i	6.6	-0.1%	0%	-4%	-9	763	-3.0%	-1%	2%	2%
O=c1[nH]c(=O)n(-c2ccc(Cl)cc2)c(O)c1C=Nc1ccc(S(=O)(=O)Nc2nccs2)cc1	i	0.3	150%	6%	6%	-9	682	-0.7%	1%	-37%	-6%
COC(=O)c1cc(COc2cc(C)cc3oc(=O)c4c(c23)CCC4)c(C)o1	.	.	2.4%	13%	12%	.	.	-0.7%	2%	.	-5%
COCCOC(=O)c1c(N)n(Cc2ccco2)c2nc3ccccc3nc12	i	1.9	52%	16%	46%	21	738	4.0%	26%	9%	-16%
O=C(Cn1nc(Cc2cccnc2)c2ccccc2c1=O)N1CCC2(CC1)OCCO2	i	1.2	1.4%	20%	6%	-1	663	-7.1%	0%	-1%	-6%
CN1C(=O)N(C)C(=O)C2(Cc3cc(NC(=O)c4ccccc4Cl)ccc3N3CCCC32)C1=O (configuration not stated)	i	3.8	3.1%	8%	18%	10	700	.	-2%	-11%	-5%
CC1CCCN(CC(=O)c2ccc(Cl)c(Cl)c2)C1 (configuration not stated)	i	0.9	0.8%	2%	8%	19	683	-1.9%	1%	-5%	-10%
C/C(=N\Nc1ccccc1)c1c(O)n(Cc2ccccc2)c(=O)[nH]c1=O	i	0.4	5.7%	-90%	0%	-2	703	-9.2%	-4%	-5%	-2%
CCC(C)n1c(O)c(/C=N/Nc2nc3c(c(=O)n(C)c(=O)n3C)n2C)c(=O)[nH]c1=S (configuration not stated)	i	0.3	2.1%	2%	-24%	-6	778	.	-10%	-22%	-2%
Cc1nn(-c2ccccc2)c2c1CC1(C(=O)N(C)C(=O)N(C)C1=O)C1CCCCN21 (configuration not stated)	i	1.3	-1.4%	15%	14%	-5	652	-3.6%	3%	-2%	-1%
Cc1c2cnn(CC(=O)N3CCC4(CC3)OCCO4)c(=O)c2c(C)n1Cc1cccc(Cl)c1	i	1.5	-0.2%	8%	-7%	-11	692	.	1%	-4%	-2%
CN(C)Cc1ccccc1OC(=O)N(C)C	i	0.6	-3.2%	3%	26%	-2	800	-8.3%	2%	1%	-4%
CN1CC(C(=O)c2ccc([N+](=O)[O-])cc2)C(c2ccc(Cl)cc2)C1 (configuration not stated)	i	0.9	0.2%	16%	4%	-26	832	.	0%	5%	-4%
NNC(=O)CN1C(=O)CN=C(c2ccccc2)c2cc(Br)ccc21	i	0.3	-1.2%	17%	-7%	-6	762	.	-4%	0%	-6%
COc1ccc(-n2c(O)c(C(C)=NCCN3CCNCC3)c(=O)[nH]c2=O)cc1	i	1.3	-0.8%	-6%	-3%	.	.	0.1%	6%	-4%	-2%	NS5 inhibitors pilot replicate=3.9
CC(=NCC1CCCO1)c1c(O)n(-c2ccccc2C)c(=O)[nH]c1=O (configuration not stated)	i	0.6	1.8%	10%	5%	2	797	.	2%	-5%	-2%
CC(C)CNC(=O)c1c(N)n(Cc2ccco2)c2nc3ccccc3nc12	i	1.4	67%	14%	46%	31	752	-3.1%	-2%	-20%	-2%
COc1cc(O)c(C(=O)O)c(-c2cc(O)c(O)cc2C)c1	i	2.1	18%	-10%	28%	2	683	.	-5%	7%	-4%
COc1ccc(-c2nc3ccccc3c(=O)n2-c2cccnc2)cc1	i	0.5	-3.2%	12%	2%	.	.	1.3%	6%	-2%	-9%	NS5 inhibitors pilot replicate=2.9
C#CCN(C)C(C)Cc1ccccc1 (configuration not stated)	i	1.8	0.1%	7%	-5%	6	679	-7.1%	9%	1%	-8%
O=c1c2ccccc2nc(-c2ccco2)n1-c1ccncc1	i	0.7	-3.0%	-6%	0%	.	.	-1.0%	2%	-1%	0%
O=C(c1ccc2nc(-c3ccco3)c(-c3ccco3)nc2c1)N1CCC2(CC1)OCCO2	i	1.0	22%	9%	2.5µM*	11	650	4.0%	12%	?	-4%
Cn1nc(-c2ccc(OCC(=O)N3CCN(Cc4ccccc4)CC3)cc2)c2ccccc2c1=O	i	0.9	-1.8%&0.7%	35%&33%	0%&-5%	-52&-45	695&693	-2.0%&2.8%	6%&1%	2%	-2%&-7%	NS5 inhibitors pilot replicate=2.3
CCN1C(=O)C(=Cc2c(C)n(CC(=O)NCC3CCCO3)c3ccccc23)C(=O)N(CC)C1=S (configuration not stated)	i	0.4	10%	-4%	-19%	3	702	.	-2%	14%	-9%
COc1cc2c(cc1OC)[C@@]13CCN4CC5=CCO[C@H]6CC(=O)N2[C@H]1[C@H]6[C@H]5C[C@H]43	i	1.3	3.4%	-16%	14%	-38	747	-7.7%	3%	6%	1%
NP(=O)(Oc1ccccc1Cl)Oc1ccccc1Cl	i	0.2	-0.7%	27%	-6%	-4	713	-8.2%	10%	-8%	-7%
CC(c1ccc(F)cc1)n1cc(C(=O)NCc2ccc3c(c2)OCO3)nn1 (configuration not stated)	i	0.7	2.0%	-13%	0%	.	.	-3.6%	2%	-3%	2%
COc1cc(CN2CCN(C(=O)COc3ccccc3)CC2)cc(OC)c1OC	i	2.0	0.5%	-12%	-4%	.	.	-4.9%	7%	8%	-9%
N#CC1=C(N)Oc2c(c(=O)oc3ccccc23)C1c1cccnc1 (configuration not stated)	i	0.2	0.2%	-8%	18%	.	.	-8.5%	-1%	-7%	-7%
CCC(=O)N1N=C2C3CCN(CC3)C2C1c1ccc(C)cc1 (configuration not stated)	i	2.4	-5.0%	8%	-27%	3	786	-5.0%	-7%	-4%	0%
C=CCN1C(=O)CSc2ccc(C(=O)N3CCC4(CC3)OCCO4)cc21	i	0.9	-0.9%	0%	1%	.	.	-2.2%	-2%	-5%	-4%
O=Cc1cn(CCCOc2ccccc2)c2ccccc12	i	1.6	-3.7%	5%	23%	-15	600	-11%	-5%	-8%	0%
Cc1ccc(N2C(=O)NC(=O)C(CCc3ccccn3)(Cc3cccc(Cl)c3Cl)C2=O)cc1 (configuration not stated)	i	0.4	0.2%	8%	2%	-1	628	-3.4%	-3%	3%	0%
O=c1[nH]c(=O)n(Cc2ccc(F)cc2)c(O)c1C=Nc1ccc(Cl)cc1	i	0.1	14%	6%	9%	6	684	-5.6%	7%	-20%	-7%
C=CCN(CC=C)Cc1c[nH]c2ccccc12	.	.	-1.2%	17%	-1%	.	.	-5.8%	0%	.	-9%
CCCCn1c(O)c(C(C)=NCCc2ccccc2)c(=O)[nH]c1=O	i	0.6	-0.2%	3%	13%	-2	717	-3.9%	-1%	-4%	1%
c1ccc2c3c(ccc2c1)OCC1CONC31 (configuration not stated)	.	.	0.1%	6%	7%	.	.	-0.3%	5%	.	-3%
O=c1cc(CN2CCNCC2)nc2sccn12	i	0.5	-1.5%	8%	-5%	-5	807	.	4%	-7%	-2%
COC(=O)C1=CO[C@@H](C)[C@@H]2CN3CC[C@]4(C(=O)Nc5ccccc54)[C@@H]3C[C@H]12	i	0.9	0.0%	4%	3%	-4	710	-15%	19%	-1%	-1%
O=P(Nc1c(Cl)cccc1Cl)(c1ccccc1)c1nc2c(s1)CCCC2 (configuration not stated)	i	1.4	-1.2%	-5%	-6%	.	.	-6.4%	2%	-3%	1%
O=C(C1CC(=O)N(C2CCCC2)C1)N1CCC2(CC1)OCCO2 (configuration not stated)	i	1.4	-1.2%	10%	-3%	.	.	-3.5%	8%	-8%	-9%
COc1ccccc1N1C(=O)CC(=O)NC1=O	i	0.3	1.1%	6%	12%	2	777	.	6%	-5%	-10%
O=C(Cc1ccccc1)Oc1ccc(N2C(=O)C3CCCCC3C2=O)cc1 (configuration not stated)	i	2.5	-1.0%	14%	18%	-4	722	-5.2%	-5%	-5%	-4%
O=c1[nH]c(=O)n(-c2ccc(Br)cc2)c(O)c1C=NC(CO)(CO)CO	i	0.5	-1.6%	9%	-9%	-8	743	.	10%	.	-7%
Cc1cccc(N2CCN(Cc3ccc4c(c3)OCO4)CC2)c1C	i	1.2	-0.1%	-48%	-6%	-1	755	.	4%	5%	-9%

Two records drawn at random from those above:
SMILES	Myeloid diff 2	Myeloid diff 2 GFP+ MAC1+ %	HIV peptide binding	HEK293 NOD2/NF-kB	AID2073	Hep lipid drop	Hep lipid drop cells 6.5 µM	XIAP displacement	Siah-1 displacement	NS5 inhibitors	LYP inhibition	others
O=c1[nH]c(=O)n(-c2ccc(Br)cc2)c(O)c1C=NC(CO)(CO)CO	i	0.5	-1.6%	9%	-9%	-8	743	.	10%	.	-7%
O=c1[nH]c(=O)n(Cc2ccc(F)cc2)c(O)c1C=Nc1ccc(Cl)cc1	i	0.1	14%	6%	9%	6	684	-5.6%	7%	-20%	-7%

The listing picks up; the 2 compounds before the break are reprinted first.
SMILES	Myeloid diff 2	Myeloid diff 2 GFP+ MAC1+ %	HIV peptide binding	HEK293 NOD2/NF-kB	AID2073	Hep lipid drop	Hep lipid drop cells 6.5 µM	XIAP displacement	Siah-1 displacement	NS5 inhibitors	LYP inhibition	others
O=c1[nH]c(=O)n(-c2ccc(Br)cc2)c(O)c1C=NC(CO)(CO)CO	i	0.5	-1.6%	9%	-9%	-8	743	.	10%	.	-7%
Cc1cccc(N2CCN(Cc3ccc4c(c3)OCO4)CC2)c1C	i	1.2	-0.1%	-48%	-6%	-1	755	.	4%	5%	-9%
COC(=O)NC(=C(Cl)Cl)P(=O)(c1ccccc1)c1ccccc1	+	20*	-1.5%	10%	-3%	-9	696	.	-3%	-2%	-6%
CCn1c(O)c(/C=N/N2CCOCC2)c(=O)n(CC)c1=S	i	0.3	24%	34%	7%	3	572	-4.5%	-3%	-34%	-7%
CC/C(=N\Nc1cccc2ccccc12)c1c(O)[nH]c(=O)[nH]c1=O	i	0.4	19%	17%	14%	-41	657	-0.2%	3%	2%	4%
CN(C)CCCN=Cc1c(O)n(CCc2ccccc2)c(=O)[nH]c1=O	i	0.2	12%	4%	0%	-7	749	-1.1%	-2%	-48%	-3%
Cc1oc(-c2ccc(F)cc2F)nc1CN1C[C@@H]2C[C@@H](C1)c1cccc(=O)n1C2	i	0.1	-1.3%	-11%	6%	-20	736	-0.4%	-3%	-3%	-3%
[N-]=[N+]=CC(=O)OC[C@H](N)C(=O)O	i	1.0	-0.5%	9%	1%	1	715	-6.8%	12%	0%	-2%
O=C1NC(=O)N(Cc2ccc(F)cc2)C(=O)/C1=C\c1ccoc1	i	0.3	150%	8%	22%	4	717	.	18%	-91%	-5%
Nc1ccc(N2CCN(Cc3ccccc3Cl)CC2)c(Cl)c1	i	0.3	-1.9%	-35%	-6%	-6	678	-2.7%	-1%	-16%	-10%
CCCCCSc1cc(OC)c(CCN)cc1OC	?	.	-0.4%	-5%	-2%	.	.	-5.8%	-4%	-1%	-9%
O=C1NC(=O)C(Cc2cccs2)C(=O)N1	i	0.6	2.9%	-5%	-9%	4	769	-3.4%	3%	-6%	-6%

These rows are one share of the data, so the mix of outcomes need not match the whole.
